Bioassay records: PubChem BioAssay, National Center for Advancing Translational Sciences (NCATS)
Akt phos inh: HTS Assay for Inhibitors of Akt Phophorylation: Primary Screen; actives 0.32% (n = 360,000); activity change, % for hits at 50 µM; Neuro2A IGF-stimulated pAkt S473 HTRF, 20 min; hits give low values; in the data active means activity change below about -80%; inconclusive means mostly about -51% to -80%; further: on the % scale 0 is the no-effect control and ±100 the full control effect
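Neuro2A cells (4,500/well, DMEM with 0.5% FBS) were treated with compound at a single 50 µM final concentration, stimulated with 6 nM IGF for 20 min at 37 °C, and lysed. Phospho-Akt Ser473 was read by HTRF as 665/615 ratio ×10^4.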
Mm-Cpn inhibitor: Inhibitors of TCP-1 ring complex (TRiC) of Methanococcus maripaludis (MmCpn): qHTS. actives 0.031% (n = 330,000). Potency, µM (titrated, usually from 76.9 µM), without a hit: at the highest dose activity, negative = inhibition, actives largely listed as inhibitors. Chaperonin Mm-Cpn (Methanococcus maripaludis). purified Mm-Cpn ATPase, ADP Transcreener TR-FRET. AID 504842, 2011; further: potency means the concentration at half of the fitted maximal effect; on the % scale 0 is the no-effect control and ±100 the full control effect; nearly all actives have a fitted effect of over 80% in size
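Eu-cryptate anti-ADP/ADP-d2 competition gives a ratio inversely related to ADP. Enzyme at 25 nM was pre-exposed to compound for 10 min, then given 10 uM ATP for 30 min, 37°C throughout.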
Nrf2 activator: qHTS of Nrf2 Activators. Potency, µM (series often up to 46.1 µM), without a hit: at the highest dose activation, usual class: activators. actives 0.31% (n = 410,000). AREc32 ARE-luciferase reporter (MCF7-derived line), luminescence, 24 h. AID 624171, 2012; further: potency means the concentration at half of the fitted maximal effect; % of control where 0% means no effect; nearly all actives have a fitted effect of over 65% in size
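AREc32 cells carrying an ARE-driven firefly luciferase reporter were seeded at 1000 cells/well in OPTI-MEM with 5% FBS, then exposed to compound for 24 hr at 37 deg C. Luminescence was read with Steady-Glo after 30 min at RT.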
Nrf2 inh: Nrf2 qHTS screen for inhibitors | A549 ARE-Fluc reporter, luciferase luminescence, 18-24 h | Potency, µM (highest dose often 46 µM), for inactives: top-dose activity change, negative = inhibition, actives largely listed as inhibitors | actives 2.1% (n = 360,000); further: potency means the concentration at half of the fitted maximal effect; on the % scale 0 is the no-effect control and ±100 the full control effect; nearly all actives have a fitted effect of over 60% in size
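Nrf2 function is reported as luminescence of an ARE-controlled luciferase in A549 cells. Compounds were tested at several concentrations, and a CellTiter-Fluor read on the same wells flagged cytotoxicity.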
TGFb SMAD3 inh: qHTS for Inhibitors of TGF-b | HepG2 CAGA-GFP TGF-b/SMAD3 reporter, GFP fluorescence, 18 h; TGF-beta stimulated, 500 pg/mL final | Potency, µM (doses to about 46.1 µM), for inactives: at the top dose activity, negative = inhibition, most hits filed as inhibitors | actives 1.2% (n = 410,000); further: potency means the concentration at half of the fitted maximal effect; on the % scale 0 is the no-effect control and ±100 the full control effect; nearly all actives have a fitted effect of over 65% in size
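Read-out: total well GFP (ex488/em500-530) summed from mean per-cell fluorescence. Cells: HEPG2 CAGA-GFP, 1% FBS DMEM, 18 h at 37 degrees C with 500 pg/mL final TGF-beta. Unstimulated wells served as the full-inhibition control; stimulated DMSO wells = 0%.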
CCT modulator: High-Throughput Screening for Modulators of Cytosolic Chaperonin Activity; purified chaperonin ATPase assay, HTRF ADP detection, 30 min; activity change, % (no concentration beside the values), hits read low; actives 0.3% (n = 360,000); AID 651819, 2012; in the data active means activity change below about -30%; further: on the % scale 0 is the no-effect control and ±100 the full control effect
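We incubate TRiC, 40 or 20 nM final, with library compounds at 76 uM and 10 uM ATP for 30 min at 37 °C. ADP formed is detected with Transcreener HTRF reagents after 30 min at room temperature.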
EPAC2 agonist: qHTS for Agonist of cAMP-regulated guanine nucleotide exchange factor 4 (EPAC2): primary screen | AID 720711, 2013 | Potency, µM (titrated, usually from 154 µM), without a hit: at the highest dose activation, actives largely listed as activators | EPAC2 activation, biochemical qHTS; response scale: 100% = 6.5 mM cAMP response | Rap guanine nucleotide exchange factor 4 (Homo sapiens), Q8WZA2 | actives 0.079% (n = 360,000); further: potency means the concentration at half of the fitted maximal effect; nearly all actives have a fitted effect of over 50% in size
Target sequence (Q8WZA2 whole entry, looked up): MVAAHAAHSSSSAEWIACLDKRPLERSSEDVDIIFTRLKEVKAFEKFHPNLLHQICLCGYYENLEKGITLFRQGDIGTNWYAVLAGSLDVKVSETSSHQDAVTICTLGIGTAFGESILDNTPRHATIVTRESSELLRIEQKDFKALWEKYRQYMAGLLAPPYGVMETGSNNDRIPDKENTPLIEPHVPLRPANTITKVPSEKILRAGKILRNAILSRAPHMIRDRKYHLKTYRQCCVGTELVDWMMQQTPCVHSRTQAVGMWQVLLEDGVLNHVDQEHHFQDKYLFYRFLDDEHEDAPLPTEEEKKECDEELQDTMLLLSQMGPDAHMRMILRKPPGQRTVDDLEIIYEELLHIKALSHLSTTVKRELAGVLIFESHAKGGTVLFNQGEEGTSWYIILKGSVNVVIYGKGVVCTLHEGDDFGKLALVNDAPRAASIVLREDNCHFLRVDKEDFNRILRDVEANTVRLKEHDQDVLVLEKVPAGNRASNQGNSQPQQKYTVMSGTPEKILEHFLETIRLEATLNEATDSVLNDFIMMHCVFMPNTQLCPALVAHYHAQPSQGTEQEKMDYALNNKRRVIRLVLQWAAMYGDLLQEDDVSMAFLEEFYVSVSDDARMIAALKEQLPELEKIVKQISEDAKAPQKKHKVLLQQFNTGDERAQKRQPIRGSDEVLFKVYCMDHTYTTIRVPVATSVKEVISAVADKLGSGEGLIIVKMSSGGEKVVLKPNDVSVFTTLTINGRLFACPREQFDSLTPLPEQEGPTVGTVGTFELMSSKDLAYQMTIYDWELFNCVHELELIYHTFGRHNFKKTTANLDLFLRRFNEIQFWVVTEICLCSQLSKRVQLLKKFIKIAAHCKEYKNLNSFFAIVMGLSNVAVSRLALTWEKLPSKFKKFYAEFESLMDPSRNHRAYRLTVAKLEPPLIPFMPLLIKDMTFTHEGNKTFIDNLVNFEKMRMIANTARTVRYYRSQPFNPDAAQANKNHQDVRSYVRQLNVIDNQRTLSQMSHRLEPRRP
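Compounds were added across a concentration range to EPAC2 (100 nM), RAP1B-BODIPY-GDP (250 nM) and GDP (50 uM). After 5 min at room temperature, fluorescence was recorded at 5-min intervals for 30 min.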
A549 viability: Nrf2 qHTS screen for inhibitors: counterscreen for cytotoxicity; A549 ARE-Fluc cells, CellTiter-Fluor viability, 18-24 h; Potency, µM (titrated, usually from 46 µM), for inactives: top-dose activity change, negative = cytotoxicity, most hits filed as inhibitors; AID 504648, 2011; actives 0.16% (n = 390,000); further: potency means the concentration at half of the fitted maximal effect; on the % scale 0 is the no-effect control and ±100 the full control effect
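A549 ARE_Fluc cells in 5% FBS OPTI-MEM were exposed to compounds in concentration-response for 18-24 h at 37 deg C. Viability was read by CellTiter-Fluor fluorescence (Ex 405/Em 525) after 30 min, before the luciferase read.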
EPAC2 antag: qHTS for Antagonist of cAMP-regulated guanine nucleotide exchange factor 2 (EPAC2): primary screen. EPAC2 GEF exchange of Rap1B-BODIPY-GDP, fluorescence. Potency, µM (highest dose often 114 µM), for inactives: at the top dose activity, negative = inhibition, hits mostly inhibitors. actives 0.18% (n = 360,000); further: potency means the concentration at half of the fitted maximal effect; on the % scale 0 is the no-effect control and ±100 the full control effect; nearly all actives have a fitted effect of over 45% in size; many of its hits are not listed in these tables
* marks the source's active call; other numbers are inactive results; i = inactive; u = inconclusive; x = no result given; & = joins results of further samples; [ ] = another dose, or the depositor's remark. Unless noted, the call rests on the fitted dose curve; in most records, active means well fitted curve in the direction sought with a large enough effect; inconclusive means small, poorly fitted or top-dose-only effect, or another doubt; inactive means no such curve, though single readings can be large; an effect the other way counts as inactive or inconclusive.

SMILES | Akt phos inh | Mm-Cpn inhibitor | Nrf2 activator | Nrf2 inh | TGFb SMAD3 inh | CCT modulator | EPAC2 agonist | A549 viability | EPAC2 antag
N#Cc1ccc(NC(=O)COC(=O)CSc2nnc(-c3ccc(Cl)cc3)o2)cc1 | i | 2% | -0.6% | 17% | -2% | -0.7 | 14% | 0% | -4%
O=C(Nc1ncc(Cc2ccccc2)s1)C1CCCO1 (stereo not given) | i | -1% | -1.2% | u | -7% | 0.7 | 2% | -7% | -19%
COc1cccc(NC(=O)C2CCC(CNC(=O)[C@@H]3Cc4ccccc4CN3)CC2)c1 (stereo not given in full) | i | 1% | -0.6% | 4% | -1% | 0.0 | 5% | 1% | 2%
COc1ccc(-n2cc(-c3ccccc3)c3c(NCCCN4CCOCC4)ncnc32)cc1 | i | 2% | 4.3% | -8% | 10% | -0.1 | 5% | -4% | -6%
Cc1ccc(NC(=O)CC(C)S(=O)(=O)c2ccc3c(c2)NC(=O)CO3)cc1C (stereo not given) | i | 0% | 0.3%&-0.4% | -17%&12% | 1%&-4% | 2.6 | 1% | 5%&8% | 1%
COc1ccccc1-n1c(SCC(=O)NC2CCS(=O)(=O)C2)nc2cc([N+](=O)[O-])ccc21 (stereo not given) | i | -2% | 0.1% | -10% | 20% | 1.1 | 6% | -3% | 3%
COc1cc(OC)c2c(-c3cccc(-c4ccc(O)cc4)c3)cc(=O)oc2c1 | i | 2% | 0.4% | u | u | -0.1 | 15% | u | -11%
COc1ccc(/C(N)=N/OC(=O)c2ccc(OC)c([N+](=O)[O-])c2)cc1OC | i | 4% | 0.1% | -6% | 11% | -1.2 | 3% | -7% | -2%
O=C(NC1CCCC1)C1c2ccccc2OCC(=O)N1Cc1cccnc1 (stereo not given) | i | x | 0.3% | x | x | -0.2 | 1% | x | -2%
O=C(O)c1cccc(OCc2ccccc2Cl)c1 | i | -1% | -2.4% | x | -12% | 2.0 | 7% | 9% | 6%
CCOC(CNC(=O)CCc1c(C)nc2ncnn2c1C)OCC | i | -1% | -0.4% | 1% | 14% | -1.8 | 8% | -3% | 3%
Cc1cccc(N2CCN(C(=O)Cn3c(C)c4cnn(-c5ccccc5)c(=O)c4c3C)CC2)c1C | x | x | 2.0% | u | u | x | x | -6% | x
Cc1ccc(CNC(=O)CSc2ccc(-c3cccs3)nn2)cc1 | i | -3% | -0.7% | -11% | -5% | -2.4 | -12% | 1% | 1%
Cc1ccc(N(C(=O)c2csnn2)C(C(=O)NC(C)(C)C)c2cccnc2)cc1C (stereo not given) | i | -23% | 0.0% | -3% | 12% | -0.9 | 4% | 0% | 8%
Cc1ccccc1-n1c(SCC(=O)c2cc(C)n(C)c2C)nnc1-c1ccncc1 | i | 0% | 0.5% | -19% | -2% | -1.2 | -3% | 0% | 8%
O=C(CN1C(=O)NC2NC(=O)NC21)N/N=C/c1ccccc1O (stereo not given) | i | 0% | 0.4% | 2% | -4% | 1.6 | 3% | 8% | -10%
COC(=O)COc1ccc(C)cc1-n1nc2ccccc2n1 | i | 0% | -0.5% | -18% | 5% | -1.0 | 4% | 4% | -13%
c1ccc(COc2ccc(OCCCn3cncn3)cc2)cc1 | i | -1% | 0.1% | u | -26% | -3.2 | 7% | 11% | 23%
Cc1ccc(C(=O)/C=C/Nc2ccccn2)cc1 | i | x | -2.1% | u | 8% | 4.1 | 8% | -2% | -1%
Cc1ccc(-c2csc(NNC(=O)c3ccccc3)n2)cc1 | i | -7% | 0.3% | u | u | -1.3 | 8% | -2% | -11%
Cc1cccc2cc3c(nc12)-c1ccccc1C3=O | i | 2% | u | u | -2% | -0.7 | 13% | 1% | -29%
C#CCN1C=CC(=O)[C@@H](OC(=O)Nc2ccc(OC)cc2)[C@H]1c1ccccc1Br | i | x | -0.5% | -25% | -3% | -1.4 | 16% | 1% | -8%
COc1cccc(=O)c2c(C)n(-c3ccc(C(=O)O)cc3)c(C)c12 | i | -3% | 2.9% | -4% | 2% | 1.7 | -2% | -5% | 5%
Cc1ccc(C)c(CSc2nc3ncccc3[nH]2)c1 | x | x | 8.6% | -13% | -18% | x | x | -11% | x
O=C(O)c1ccc(Cl)c(NCc2cccs2)c1 | i | 2% | -0.8% | -7% | -17% | 1.8 | 9% | 5% | 14%
Clc1ccccc1-c1cccc2nccn12 | i | x | 3.0% | x | -2% | 0.2 | 10% | x | -2%
O=C(COc1cccc2cccnc12)N1CCc2ccccc2C1 | i | -2% | 0.1% | 2% | 6% | 0.7 | 0% | -1% | 12%
COc1ccc2c(c1)c(C(C)=O)c(C)n2C | i | -21% | -0.2% | -27% | -18% | -0.3 | 4% | 1% | -6%
CC(C)c1cc(-c2cc(-c3ccc(Cl)cc3)on2)nc(NCC2CC2)n1 | i | 2% | -0.4% | -3% | u | -0.3 | 10% | u | -2%
CN1C(=O)C(c2nnc(Nc3cccc4ccccc34)s2)C2CC1(C)Oc1ccccc12 (stereo not given) | i | -10% | 4.1% | -5% | -30% | -2.8 | 8% | -19% | -24%
COc1ccc(/C=N/NC(=O)CN(C)S(=O)(=O)c2ccc(NC(C)=O)cc2)cc1 | i | -2% | 0.7% | 3% | 24% | -0.6 | -10% | -2% | -1%
NC(Cc1ccc(F)cc1)c1csc(Nc2cc(NCc3ccco3)ncn2)n1 (stereo not given) | x | x | -2.5% | x | u | -0.5 | 19% | x | 6%
Cc1ccc(/C=N/NC(=O)c2cc(C)oc2C)o1 | i | -1% | 0.8% | -7% | -7% | 0.6 | -3% | -7% | 8%[57.1 µM]
O=C(NCCc1ccccc1)C1CCC(Cn2c(=O)c3ccccc3n(Cc3cccnc3)c2=O)CC1 (stereo not given) | i | 1% | 2.7% | -12% | -3% | -2.0 | -6% | -1% | 11%
CCOC(=O)Cn1c(=O)oc2cc(S(=O)(=O)NCCc3ccc(C)cc3)ccc21 | i | 0% | 0.4% | 10% | 9% | 0.7 | 6% | 1% | -7%
S=C(N/N=C/c1ccco1)NC1CC2CCC1C2 (stereo not given) | i | 0% | 13µM* | u | -3% | -0.6 | 2% | 3% | -5%
COC(=O)[C@@]1(Cc2ccc(F)cc2)[C@H]2c3cc(C(=O)N4CCCC4)n(Cc4ccc(S(C)(=O)=O)cc4)c3C[C@H]2CN1C(=O)c1ccccc1 | i | x | 4.5% | x | x | -1.3 | 2% | x | -4%
CCCCn1c(N)c(N(CC(C)C)C(=O)CSc2ccccc2C)c(=O)[nH]c1=O | i | 0% | 0.2% | 17% | 11% | -3.5 | -10% | -2% | -3%
CCOc1ccccc1NC(=O)C(OC(=O)c1ccccc1)c1ccccc1 (stereo not given) | i | 3% | -0.3% | -8% | -6% | -2.1 | 0% | 6% | -16%
CCc1nnc(NC(=O)c2ccc(S(=O)(=O)N(CC)CC)cc2)s1 | i | 0% | 0.3% | 0% | 1% | 0.6 | 6% | -1% | 0%
Cc1ccc(CNC(=O)C2CC(=O)N(C3CCCC3)C2)cc1 (stereo not given) | i | 1% | 0.7% | 17% | 1% | -1.4 | 1% | -1% | u
CN1C(=O)/C(=C\c2cc(N=Nc3ccccc3)ccc2O)SC1=S | i | -1% | 5.7% | -10% | 4% | -2.5 | 4% | -12% | -8%
COc1cccc(CNC(=O)c2ccc(NC(=O)C3CCCO3)cc2)c1 (stereo not given) | i | 1% | 0.2% | -11% | -6% | -3.0 | 1% | -1% | 0%

Part of the list above, as labelled records.
Clc1ccccc1-c1cccc2nccn12
  Akt phos inh: i
  Mm-Cpn inhibitor: x
  Nrf2 activator: 3.0%
  Nrf2 inh: x
  TGFb SMAD3 inh: -2%
  CCT modulator: 0.2
  EPAC2 agonist: 10%
  A549 viability: x
  EPAC2 antag: -2%
NC(Cc1ccc(F)cc1)c1csc(Nc2cc(NCc3ccco3)ncn2)n1 (stereo not given)
  Akt phos inh: x
  Mm-Cpn inhibitor: x
  Nrf2 activator: -2.5%
  Nrf2 inh: x
  TGFb SMAD3 inh: u
  CCT modulator: -0.5
  EPAC2 agonist: 19%
  A549 viability: x
  EPAC2 antag: 6%
O=C(O)c1ccc(Cl)c(NCc2cccs2)c1
  Akt phos inh: i
  Mm-Cpn inhibitor: 2%
  Nrf2 activator: -0.8%
  Nrf2 inh: -7%
  TGFb SMAD3 inh: -17%
  CCT modulator: 1.8
  EPAC2 agonist: 9%
  A549 viability: 5%
  EPAC2 antag: 14%
CCCCn1c(N)c(N(CC(C)C)C(=O)CSc2ccccc2C)c(=O)[nH]c1=O
  Akt phos inh: i
  Mm-Cpn inhibitor: 0%
  Nrf2 activator: 0.2%
  Nrf2 inh: 17%
  TGFb SMAD3 inh: 11%
  CCT modulator: -3.5
  EPAC2 agonist: -10%
  A549 viability: -2%
  EPAC2 antag: -3%

A portion of the library (hit frequency here may not be typical).
